# 14-3-3g Raf: 14-3-3 gamma protein interaction modulation | P61981 | FP, 14-3-3gamma / TMR-pS259-Raf peptide binding | 0.19% of 160,000 active | inhibition, % at 40 µM; in the data active means inhibition above about 30%;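 further: 0% = protein plus tracer without compound and 100% = blank with tracer alone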
# Target sequence (P61981 whole entry, looked up): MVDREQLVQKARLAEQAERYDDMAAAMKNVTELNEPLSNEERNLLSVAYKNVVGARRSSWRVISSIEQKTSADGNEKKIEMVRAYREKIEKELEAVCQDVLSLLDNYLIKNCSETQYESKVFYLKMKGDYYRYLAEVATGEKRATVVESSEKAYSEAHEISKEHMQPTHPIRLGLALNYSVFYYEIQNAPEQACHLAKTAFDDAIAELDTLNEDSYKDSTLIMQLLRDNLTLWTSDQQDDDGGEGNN
# Active calls of the source: *; & = joins results of further samples.
SMILES,14-3-3g Raf
O=C(Cc1coc(-c2ccc(F)cc2)n1)NCc1ccccc1,-0.8
COC(=O)c1ccc(COc2ccc3c4c(c(=O)oc3c2C)CCCC4)o1,-4.3
Cc1cccc(N2C(=O)C(N3C(=O)c4ccc([N+](=O)[O-])cc4C3=O)C2c2ccc(F)cc2)c1 (centres undefined),0.0
Cc1cc2nc(SCc3ccccc3F)[nH]c2cc1C,-5.5
CCOc1ccc(N2C(=O)C3Sc4[nH]c(=O)sc4C(c4ccccc4)C3C2=O)cc1 (centres undefined),-25.3
CC(C(=O)OCC(=O)c1ccc(Br)cc1)N1C(=O)C2C3C=CC(C3)C2C1=O (centres undefined),-7.1
Cc1cccc2oc(-c3cc(N=Cc4c(O)ccc5ccccc45)ccc3O)nc12,-13.2
COc1cccc2sc(=NC(=O)c3cccc4ccccc34)n(C)c12,-6.6
O=C(Oc1ccccc1C(=S)N1CCOCC1)c1ccccc1,-3.9
Cc1cc(O)c(Br)c(C)c1NS(=O)(=O)c1ccccc1,14.5
CCOC(=O)c1cnc2c(C)cc(C)cc2c1NCCN1CCOCC1,-5.5
CCOc1ccc(C(=O)Nc2c3c(nn2-c2ccc(OC)cc2)CSC3)cc1,-1.1
CCCCCCn1c(=O)c(C2=NS(=O)(=O)c3ccccc3N2)c(O)c2ccccc21,-2.9
Cc1ccc(S(=O)(=O)NCCCCCC(=O)N2CCC(C)CC2)cc1,-12.8
CC(=O)Cc1nsc(NC(=O)C(C)(C)Oc2ccc(Cl)cc2)n1,-5.1
C=CCn1c(SCC(=O)Nc2ccc3c(c2)OCCO3)nnc1-c1ccco1,-2.0&-14.6
CCN(c1cccc(C)c1)S(=O)(=O)c1cnc[nH]1,-11.5
NC(=O)CSC1=Nc2ccccc2C2=NC(CCC(=O)NCc3ccccc3)C(=O)N12 (centres undefined),-16.4
O=C1CN(C(=O)CSc2nnnn2-c2ccc(Cl)cc2)c2ccccc2N1,-5.7
Cc1noc(C)c1S(=O)(=O)N1CCC(C(=O)N(CCc2ccccc2)Cc2ccccc2)CC1,-0.3
O=C(CN(CCCN1CCOCC1)C(=O)Cn1nnc(-c2ccc(F)cc2)n1)NC1CCCCC1,-3.9
CCCC(=O)N1c2cc(C)ccc2C(=C2SC(C(=O)OCC)=C(C(=O)OCC)S2)C(=S)C1(C)C,-1.1
Cn1c(CN2CCOCC2)nnc1SCC(=O)Nc1ccc2c(c1)OCCO2,0.5
Cc1ccc(C(=O)NCc2n[nH]c(=S)n2-c2ccccc2)cc1[N+](=O)[O-],15.5
COc1cc(-c2nc3cnccn3c2Nc2ccc(C(C)C)cc2)ccc1O,-1.2
COC(=O)C1=C(C(=O)c2ccc(C)cc2)C(c2ccc(OC)c(OC)c2)n2nnnc2N1 (centres undefined),-4.2
Cc1cc(Cl)ccc1OC1C(=O)N(c2cccc([N+](=O)[O-])c2)C1c1ccccc1Cl (centres undefined),3.4
N#Cc1c(SCC(=O)OCc2ccccc2)nc2c(c1-c1ccccc1)CCC2,-142.7
COCC(C)NC(=O)c1cc2n(n1)C(C(F)(F)F)CC(c1ccco1)N2 (centres undefined),-4.1
O=S(=O)(c1ccc(N2CCCC2)cc1)C(F)(F)F,-3.2

# Overlap with the part before: 2 compounds, followed by the next part.
SMILES,14-3-3g Raf
COCC(C)NC(=O)c1cc2n(n1)C(C(F)(F)F)CC(c1ccco1)N2 (centres undefined),-4.1
O=S(=O)(c1ccc(N2CCCC2)cc1)C(F)(F)F,-3.2
O=C(CN1CCC(n2nnc3cc(C(F)(F)F)ccc32)CC1)N1CCc2ccccc21,-5.2
O=C(Cn1nc(-c2ccccc2)ccc1=O)NCC1COCCO1 (centres undefined),-2.7
Cc1ccc(S(=O)(=O)Nc2ccc(O)c(C(C(=O)OC(C)C)C(=O)C(F)(F)F)c2)c(C)c1 (centres undefined),4.2
CCOC(=O)C1=C(C)NC2=C(C(=O)CC(c3cccs3)C2)C1c1ccc(C)o1 (centres undefined),-10.2
Cn1cccc1C(=O)c1ccc(Cl)cc1Cl,3.6
O=C(Nc1ccccc1C(=O)N1CCCC1)c1cccc(S(=O)(=O)N2CCCCC2)c1,-4.8&-1.8
CC1=C(C(=O)N2CCCCC2)C(c2ccc(Cl)c([N+](=O)[O-])c2)C2=C(CCCC2=O)N1 (centres undefined),-4.7
Cc1ccc(NC(=O)C2C(C=C(Cl)Cl)C2(C)C)cc1Cl (centres undefined),-28.9
COc1cc(C2C(C(=O)N3CCCCC3)=C(C)NC3=C2C(=O)CC(C)(C)C3)cc([N+](=O)[O-])c1O (centres undefined),-2.9
COC(=O)C1=C(C)NC2=C(C(=O)CC(C)(C)C2)C1c1ccccc1OC (centres undefined),-3.9
CC(Nc1nc(N2CCCC2)nc2ccccc12)C12CC3CC(CC(C3)C1)C2 (centres undefined),-5.1
Cc1cccc(N(CC(=O)N2CCCCCC2)S(=O)(=O)c2ccccc2)c1C,-1.9
COc1ccccc1CNC(=O)c1sc2ncn(Cc3ccccc3Cl)c(=O)c2c1C,-13.0
CC(=O)C1C(c2cn(-c3ccccc3)nc2-c2cccs2)NC(=O)NC1(O)C(F)(F)F (centres undefined),-14.1&1.8
Cc1ccc(Cn2cc(CCC(=O)NC3CC3)c3ccccc32)cc1,8.5

# Overlap with the part before: 3 compounds, followed by the next part.
SMILES,14-3-3g Raf
COc1ccccc1CNC(=O)c1sc2ncn(Cc3ccccc3Cl)c(=O)c2c1C,-13.0
CC(=O)C1C(c2cn(-c3ccccc3)nc2-c2cccs2)NC(=O)NC1(O)C(F)(F)F (centres undefined),-14.1&1.8
Cc1ccc(Cn2cc(CCC(=O)NC3CC3)c3ccccc32)cc1,8.5
COc1cccc(C=Nc2ccc(-c3nc4ncccc4o3)cc2)c1O,-3.4
O=C(Nc1ccc(Cl)c(Cl)c1)OCc1cccnc1,4.6
O=C(CSc1nnc(COc2ccccc2)o1)Nc1ccccc1,-6.6
O=C(Nc1c2c(nn1-c1ccc(F)cc1)CS(=O)(=O)C2)C1CCCC1,-2.4
Cc1ccc2cc3cc(C(=O)NCCCN4CCc5ccccc5C4)oc3nc2c1,-7.5&-9.5
Nc1ccc(NC(=O)c2ccc([N+](=O)[O-])cc2)c([N+](=O)[O-])c1,0.9
O=C(Cn1c(=O)n(-c2ccccc2)c(=O)c2c3c(sc21)CCCC3)Nc1ccc2c(c1)OCCO2,8.2
CCOCCCNC(=O)c1cc2c(=O)n3cccc(C)c3nc2n1C,-2.0
O=S(=O)(Cc1ccccc1)N1CCN(C2Cc3ccccc3C2)CC1,-5.5
CCC(C)NC(=O)c1cc(C(C)C)on1 (centres undefined),-2.7
COc1cccc(NC(=O)C2CCCN2C(=O)Nc2ccccc2F)c1 (centres undefined),-5.0
CC1CN(C(=O)c2cc3c(s2)CCC3)CC(C)O1 (centres undefined),-3.5
CCOC(=O)c1c(C)oc2cc(Br)c(OCc3ccccc3Cl)cc12,3.2
O=C(O)C1CCC(c2ccc(-c3ccccc3)cc2)CC1 (centres undefined),-1.7
COC(=O)c1ccc2c(=O)n(-c3ccc(OCc4ccccc4)cc3)c(=S)[nH]c2c1,1.8

# Some of the entries so far, field by field:
mol: CCOC(=O)c1c(C)oc2cc(Br)c(OCc3ccccc3Cl)cc12
  14-3-3g Raf: 3.2

mol: O=C(Oc1ccccc1C(=S)N1CCOCC1)c1ccccc1
  14-3-3g Raf: -3.9

# Copied from the list:
# O=C(Cn1c(=O)n(-c2ccccc2)c(=O)c2c3c(sc21)CCCC3)Nc1ccc2c(c1)OCCO2 | 14-3-3g Raf: 8.2
# COc1cccc(NC(=O)C2CCCN2C(=O)Nc2ccccc2F)c1 (centres undefined) | 14-3-3g Raf: -5.0
# O=C(Nc1c2c(nn1-c1ccc(F)cc1)CS(=O)(=O)C2)C1CCCC1 | 14-3-3g Raf: -2.4

# Next results follow:
SMILES,14-3-3g Raf
C=CCn1c(=N)c(C(=O)NC(C)c2ccccc2)cc2c(=O)n3cccc(C)c3nc21 (centres undefined),-13.7
O=C(c1ccco1)N1CCN(Cc2nnnn2CCc2ccccc2)CC1,-8.0
Cc1ccc(Nc2ncnc3c2cnn3-c2ccc(C)cc2C)c(C)c1,-0.8
O=c1c2sc3ccccc3c2[nH]c(=S)n1Cc1ccccn1,-14.6
O=C(O)c1ccc(COc2cc([N+](=O)[O-])cc3cccnc23)cc1,10.0
N#CC1=C(N)n2c(s/c(=C\c3ccco3)c2=O)=C(C#N)C1c1ccco1 (centres undefined),-44.4
CC(C)Cc1cc(C(=O)NCCc2ccccc2)no1,-1.6
COC(=O)C1=C(C)NC(=O)NC1c1ccc(OCC(=O)N2CCCCC2)cc1 (centres undefined),-3.5&-6.2
O=C(c1cnn2c1NC(c1ccccc1)CC2C(F)(F)F)N1CCOCC1 (centres undefined),5.5
CCCCN(c1ccc(C(=O)OC)cc1)S(=O)(=O)c1ccccc1,1.7
CCOc1cc(C2C(C(=O)OC3CCCCC3)=C(C)NC3=C2C(=O)CC(C)(C)C3)ccc1O (centres undefined),5.1
O=C(CCN1C(=O)c2ccccc2C1=O)Nc1ccc(S(=O)(=O)Nc2nccs2)cc1,2.5
CC(COc1ccc(/C=C/c2ccccc2)cc1)[N+](C)(C)C (centres undefined),0.7
COc1ccc(Br)cc1CN1CCN(S(=O)(=O)c2ccc(C)cc2)CC1,3.4
COc1ccc(OC(=O)c2cc3cc(Br)ccc3oc2=O)cc1,-8.2
Cn1nc(C(=O)NCc2ccc(F)cc2)c2ccccc2c1=O,-0.5
CC(C)CC(NC(=O)C1CCCCC1)C(=O)NCc1ccccn1 (centres undefined),-5.8
COc1cccc(-c2cc(C(F)(F)F)nc(NC3CCCC3)n2)c1,-4.5
O=c1[nH]cnc2c1N1CCC2CC1,-1.8
CCCCNC(=O)c1ccc2c(c1N)C(=O)c1ccccc1C2=O,-296.8
Cc1cc(S(=O)(=O)N2CCCc3ccccc32)ccc1Cl,0.4
Cc1cccc(NC(=O)CSc2nc(C)cc(C)n2)c1,2.4
O=C(CC(Nc1ccc2ccccc2c1)c1ccncc1)c1cccnc1 (centres undefined),-3.1
COc1cc(-c2cc3ccccn3c2)cc(OC)c1OC,-90.1
CCOC(=O)c1ccc(NC(=O)c2ccc(Cl)cc2)cc1,-8.1
O=C(CSc1nc2cc3c(cc2c(=O)n1Cc1ccco1)OCO3)NCc1ccccc1,2.2
O=C(Nc1ccc(Cl)cc1)c1cc2nc(-c3ccco3)cc(C(F)(F)F)n2n1,-4.0
CCC1(C)CC(CCNCc2ccccc2O)(c2ccccc2OC)CCO1 (centres undefined),2.5
COc1ccc(N(CC(=O)O)S(C)(=O)=O)cc1OC,-5.0
Cc1ccc(NC(=O)CSc2nnnn2-c2ccccc2)cc1F,-8.7
Cc1ccc(Cn2c(=O)n(-c3ccc(C)c(F)c3)c(=O)c3sccc32)cc1,-4.1
COC(=O)C(c1cc(OC)c(O)c(OC)c1)(N1CCNC(C)C1)C(F)(F)F (centres undefined),-1.9
Cc1nnc(SCC(=O)Nc2nsc(-c3ccccc3)n2)s1,0.8&-5.2
O=c1[nH]c(O)c(C(c2cccc(OCc3ccccc3F)c2)c2c(O)[nH]c(=O)[nH]c2=O)c(=O)[nH]1,-13.8
Cc1ccc(SCc2cn3ccccc3n2)cc1,0.5
CC1CN(S(=O)(=O)c2ccc3c(c2)C(=O)c2ccccc2C3=O)CC(C)O1 (centres undefined),-5.2
CCCCn1nc(C(=O)O)ccc1=O,-3.6
CCc1nnc2sc(-c3ccc(NC(=O)c4ccc5c(c4)OCCO5)cc3)nn12,-9.1
O=C(c1ccccc1)N1N=C(c2ccccc2)CC1c1cc2cc3c(cc2nc1Cl)OCCO3 (centres undefined),-11.3
CCc1ccc2c(c1)C(C)=CC(C)(C)N2C(=O)Nc1ccc(OC)cc1,2.8
O=c1oc2ccc(Cl)cc2cc1-c1nc(-c2ccc([N+](=O)[O-])cc2)cs1,-10.8
c1coc(-c2nc3sc4c(N5CCOCC5)ncnc4c3c3c2CCCC3)c1,-11.3
Cc1nn(C)c(C)c1NC(=O)c1ccnn1C,5.3
CC(C)(C)C(=O)CSc1nc2ccsc2c(=O)n1-c1ccc(Br)cc1,-1.1
O=C(Oc1ccc(Br)cc1C(=S)N1CCOCC1)c1ccc(Cl)cc1,4.7
COc1ccc(N2C(=O)CC(N(CCc3ccccc3)C(=O)c3cccc(F)c3)C2=O)cc1 (centres undefined),-1.5
COc1ccc(-c2cn(-c3ccc(C)cc3)c(S(=O)(=O)CC(=O)Nc3ccccc3)n2)cc1,-7.6
CCCc1cc(=O)oc2c(C)c(OC(C)C(=O)OCC)ccc12 (centres undefined),4.6
O=C(NCc1ccc(Cl)cc1)c1cc(-c2ccc(F)cc2)nc2ccccc12,-6.3
CCCS(=O)(=O)N1CCN(C(=O)c2cccs2)CC1,-8.4
COC(=O)C1=C(C)NC2=C(C(=O)CC(C)(C)C2)C1c1ccc(OCc2ccccc2)c(OC)c1 (centres undefined),-2.3
O=C(Cn1nnc(-c2cccc(C(F)(F)F)c2)n1)N1CCOCC1,-0.6
O=C(CCCc1nc(-c2ccccc2Cl)no1)NC1CCCCC1,-3.1
COc1cccc2cc(-c3nnc(Nc4ccccc4C)s3)c(=O)oc12,8.5
O=C(Nc1cccc(O)c1)c1cc(-c2ccc(Br)cc2)on1,-5.1
CC12CN3CC(C)(CN(C1)C3C1CCCCC1)C2=O (centres undefined),-11.8
O=C(O)CNC(=O)CC12CC3CC(CC(C3)C1)C2,-0.1
O=S(=O)(Nc1ccccn1)c1ccc(N=Cc2ccccc2Cl)cc1,-12.7
Cc1[nH]n(-c2ccccc2)c(=O)c1C(c1cccc([N+](=O)[O-])c1)c1c(C)[nH]n(-c2ccccc2)c1=O,1.8
Cc1ccc(S(=O)(=O)NCC(=O)N2CCCCC2)cc1,-1.6&-4.3
# The listing continues:
SMILES,14-3-3g Raf
Cc1cccc(C)c1OCC(=O)NCc1nnc(SCC(=O)NC2CCCCC2)n1C,-7.8
CC(=O)N1CCC(N(C(=O)Nc2ccccc2)C2CCC(C)CC2)CC1 (centres undefined),-1.1
CC(=O)c1c(OC(=O)c2ccco2)c2ccccc2n1C,1.1
Cc1ccc(C)c(NC(=O)Cn2nc(C)c3ccccc3c2=O)c1,7.8
Cc1nc(SCC(=O)c2ccc(F)cc2)n[nH]1,-2.2
Cc1ccc(C)n1-c1ccc(C(=O)O)c(Cl)c1,-61.7
CCOC(=O)C(N)Cc1c[nH]c2ccccc12 (centres undefined),-10.2
O=C1c2ccccc2C(=O)N1c1cccc2ccccc12,-12.3
Cc1ccc(C2C3=C(CCCC3=O)N(c3ccc(F)cc3)C3=C2C(=O)CCC3)cc1,-158.9
COc1ccc(S(=O)(=O)N(CC(=O)O)c2ccccc2)cc1,-0.4

# Compound activity (PubChem)

# A portion of the library; the hit share may differ from the screen's.
